Assay outcomes from PubChem.
RORgamma inh – blocks mouse ROR gamma transcriptional activity. P51450. Drosophila S2 Gal4-RORgamma UAS-luciferase reporter, 20 h. Potency, µM (top dose mostly 53.6 µM), for inactives: top-dose activity change, negative = inhibition, most hits filed as inhibitors. actives 5.4% (n = 310,000). AID 2551; note: potency is the fitted concentration of half-maximal effect; % is set by controls: 0 for no effect and ±100 for the full control effect; nearly all actives have a fitted effect of over 60% in size
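Stably transfected Drosophila Schneider cells are the test system, with ROR gamma fused to Gal4 and luciferase under UAS control; luminescence is read after 20 hr of 700 uM copper sulfate induction at ambient temperature.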
ELG1 DNA repair – ELG1-dependent DNA repair inhibition | HEK293T ELG1-luciferase reporter, luminescence, 16 h; DNA damage induced by 5-fluorouridine | Potency, µM (titrated, usually from 46.1 µM), inactives show at the top dose activity change, negative = inhibition, usual class: inhibitors | actives 2.3% (n = 330,000) | AID 504467; note: potency is the fitted concentration of half-maximal effect; % is set by controls: 0 for no effect and ±100 for the full control effect; nearly all actives have a fitted effect of over 55% in size
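In this reporter screen, reduction of luminescence relative to DMSO vehicle indicated activity. Compounds and 5-fluorouridine were added together to 2,000 cells per well, incubated for 16 hr at 37 °C, then developed with ONE-Glo.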
FLuc counter – firefly luciferase modulation, counter-screen for miR-21 project; P08659; purified FLuc, Km substrates, luminescence inhibition; Potency, µM (titrated, usually from 57.5 µM), for inactives: at the highest dose activity change, negative = inhibition, most hits filed as inhibitors; AID 588342; actives 6.9% (n = 360,000);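 note: potency is the fitted concentration of half-maximal effect; plate controls were vehicle for no effect and reference inhibitor for full effect; nearly all actives have a fitted effect of over 55% in size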
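Purified P. pyralis luciferase, 10 nM final, with Km-level 10 uM D-luciferin and 10 uM ATP in 50 mM Tris acetate pH 7.5, 10 mM Mg acetate, 0.01% Tween-20, 0.05% BSA; 6-point qHTS titration about 60 µM downward; luminescence read.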
Tb PFK inh – blocks T. brucei phosphofructokinase. Potency, µM (highest dose often 57.5 µM), for the others: top-dose activity, negative = inhibition, hits mostly inhibitors. T. brucei PFK, ADP-Glo luminescence. actives 0.17% (n = 330,000);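 note: potency is the fitted concentration of half-maximal effect; 0% = uninhibited 1x PFK enzyme wells and -100% = no-enzyme wells; nearly all actives have a fitted effect of over 60% in size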
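1.25 nM PFK with 0.5 mM F6P and 0.1 mM ATP in 0.1 M TEA pH 8.0, 5 mM MgCl2, incubated 45 min at room temperature; ADP measured by ADP-Glo luminescence; compounds titrated up to 57 uM.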
TRPV1 ag – agonists of human vanilloid receptor 1 (TRPV1) | actives 0.19% (n = 320,000) | activation, % at 8.33 µM | TRPV1-expressing cells, Fluo-8 calcium influx, agonist mode; in the data active = activation above about 80%; inconclusive = between about 30% and that limit; note: 0% is about no effect
Target sequence (Q8NER1 whole entry, looked up): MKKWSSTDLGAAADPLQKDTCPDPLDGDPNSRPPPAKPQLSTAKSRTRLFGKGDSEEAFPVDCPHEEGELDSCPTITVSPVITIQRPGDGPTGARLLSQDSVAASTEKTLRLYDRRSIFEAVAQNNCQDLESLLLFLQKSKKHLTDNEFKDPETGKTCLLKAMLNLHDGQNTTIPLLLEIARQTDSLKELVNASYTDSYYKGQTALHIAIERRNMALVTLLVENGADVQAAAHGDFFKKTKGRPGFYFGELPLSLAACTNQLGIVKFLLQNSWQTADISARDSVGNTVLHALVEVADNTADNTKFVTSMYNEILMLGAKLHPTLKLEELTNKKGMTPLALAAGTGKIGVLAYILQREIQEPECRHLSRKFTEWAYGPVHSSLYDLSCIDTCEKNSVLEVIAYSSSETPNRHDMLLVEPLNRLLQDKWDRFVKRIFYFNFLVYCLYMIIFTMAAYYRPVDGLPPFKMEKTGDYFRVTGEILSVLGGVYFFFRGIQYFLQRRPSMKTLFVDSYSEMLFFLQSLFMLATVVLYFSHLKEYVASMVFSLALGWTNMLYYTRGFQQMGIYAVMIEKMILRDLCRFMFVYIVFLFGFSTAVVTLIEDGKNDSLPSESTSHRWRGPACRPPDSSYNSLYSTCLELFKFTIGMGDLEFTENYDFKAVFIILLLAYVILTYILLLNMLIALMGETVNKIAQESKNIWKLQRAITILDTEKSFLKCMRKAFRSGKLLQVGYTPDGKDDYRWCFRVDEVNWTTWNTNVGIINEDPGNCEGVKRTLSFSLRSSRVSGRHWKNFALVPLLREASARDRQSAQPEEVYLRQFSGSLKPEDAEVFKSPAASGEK
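Cells expressing TRPV1 were dye-loaded with Fluo-8 and read kinetically: 10 s baseline, 3 min after compound (agonist portion), then 2 min after EC20 capsaicin (allosteric enhancer portion). Calcium-bound dye fluorescence at 480/520 nm.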
Rab9 promoter act – activators of Rab9 promoter. Huh7 Rab9 promoter-luciferase reporter, luminescence, 24 h. Potency, µM (series often up to 9.22 µM), inactives show at the top dose activation, negative = inhibition, hits mostly activators. actives 2.8% (n = 320,000). AID 485297; note: potency is the fitted concentration of half-maximal effect; % of control where 0% means no effect; nearly all actives have a fitted effect of over 60% in size
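Cell-based reporter: Huh7 stable for Rab9 promoter-driven luciferase, plated in reduced-serum medium with 10% FBS at 1500 cells/well, compound-treated 24 h at 37 °C, luminescence read after 10 min reagent.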
ELG1 genotoxic – inducers of genotoxicity in HEK293T ELG1-luciferase cells; HEK293T ELG1-luciferase reporter, luminescence, 16 h; Potency, µM (titrated, usually from 46 µM), for inactives: at the highest dose activity change, positive = activation, hits mostly activators; actives 1.3% (n = 330,000); AID 504466; note: potency is the fitted concentration of half-maximal effect; % of control where 0% means no effect; nearly all actives have a fitted effect of over 60% in size
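Cells (2,000/well) expressing the ELG1-luciferase fusion are dosed by pin tool and kept 16 hr at 37 °C, 5% CO2. Signal comes from ONE-Glo luciferase reagent after 30 min at room temperature.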
BRCA1 expr act – increases BRCA1 expression | actives 1.1% (n = 380,000) | Potency, µM (series often up to 46.1 µM), for inactives: at the top dose activation, most hits filed as activators | MCF7-BRCA1-FFLuc reporter, luminescence, 48 h; response scale: scaled: vehicle 0%, 10 µM genistein 100%; note: potency is the fitted concentration of half-maximal effect; nearly all actives have a fitted effect of over 80% in size; some results filed as inactive show a strong effect at the top dose
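Quantitative HTS in MCF7 cells stably reporting BRCA1 expression via firefly luciferase. Compound treatment lasts 48 h at 37 °C in phenol-red free MEM. Activation is expressed relative to genistein at 10 microM and DMSO.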
NPC1 prom act – activators of NPC1 promoter; Potency, µM (titrated, usually from 9.22 µM), for inactives: top-dose activation, hits mostly activators; Huh7 NPC1 promoter luciferase reporter, 24 h; actives 2.4% (n = 320,000);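 note: potency is the fitted concentration of half-maximal effect; % of control where 0% means no effect; nearly all actives have a fitted effect of over 60% in size; reporter is driven by a mutant NPC1 promoter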
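NPC1 promoter–luciferase Huh7 cells; 24 h compound; luminescence.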
p53 reactivation – restores transcriptional activity of mutant p53. H1299 p53-A138V BP100-luciferase reporter, luminescence, 24 h. AID 504706. actives 0.063% (n = 320,000). Potency, µM (titrated, usually from 92.2 µM), inactives show at the highest dose activity change, positive = activation, hits mostly activators; note: potency is the fitted concentration of half-maximal effect; % of control where 0% means no effect; nearly all actives have a fitted effect of over 45% in size
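p53-null H1299 cells stably carrying temperature-sensitive p53-A138V and a BP100-luciferase reporter were pinned with compounds (4-point, 1:5 series) and held 24 hrs at 37 deg C. Luminescence was read 10 min after detection reagent.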
VP16 counter – inhibits Gal4-VP16 luciferase reporter, ROR gamma counter-screen; Potency, µM (titrated, usually from 53.6 µM), for the others: top-dose activity, negative = inhibition, hits mostly inhibitors; actives 3.5% (n = 310,000); AID 2546; Drosophila S2 Gal4-VP16 UAS-luciferase, luminescence, 20 h;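 note: Gal4-VP16 expression switched on by copper sulfate through the metallothionein promoter; potency is the fitted concentration of half-maximal effect; % is set by controls: 0 for no effect and ±100 for the full control effect; nearly all actives have a fitted effect of over 50% in size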
The depositor's hits bear a star; u = inconclusive; x = not tested or not shown; & = joins results of further samples; [ ] = remark or other dose. Unless noted, calls come from the whole dose curve; as a rule, active = well fitted curve in the direction sought with a large enough effect; inconclusive = small, poorly fitted or top-dose-only effect, or another doubt; inactive = no such curve, though single readings can be large; an effect the other way counts as inactive or inconclusive.

# | Molecule | RORgamma inh | ELG1 DNA repair | FLuc counter | Tb PFK inh | TRPV1 ag | Rab9 promoter act | ELG1 genotoxic | BRCA1 expr act | NPC1 prom act | p53 reactivation | VP16 counter
1 | O=C1CSC(c2cn(-c3ccccc3)nc2-c2cc3ccccc3o2)N1Cc1ccccc1 (configuration not stated) | 1% | u | u | 4% | 17 | 2% | -1% | -45% | -3% | 2% | 14%
2 | CC(Oc1ccc(Cl)cc1Cl)C(=O)NNC(=O)C(=O)N1CCCC1 (configuration not stated) | -24% | -3% | 1% | 1% | 1 | 2% | 4% | -5% | -1% | -6% | -1%
3 | CC(C)(C)c1cnnn1-c1ccc([N+](=O)[O-])cc1 | 2% | 13% | 0% | -2% | 0 | 3% | 1% | -22% | -7% | 2% | 3%
4 | Cc1nn2cc(-c3ccc(Cl)cc3)cnc2c1Br | -1% | u | u | -1% | -9 | 1.1µM* | u | 8.9µM* | 2.2µM* | 21% | 1%
5 | O=C(COC(=O)c1ccccn1)NC1CCCCC1 | -13% | 10% | -16% | 7% | 1 | -9% | -2% | 2% | 2% | 2% | -2%
6 | CC1CCCN(C(=O)Cn2c(=O)oc3cc(S(=O)(=O)N4CCCCC4)ccc32)C1 (configuration not stated) | 12% | -7% | 1%&-1% | 1% | -3 | -1% | 0% | 38%&5% | 1% | 9% | -14%
7 | COc1ccc(-c2noc(-c3ccccc3C(=O)N3CCOCC3)n2)cc1 | 35% | -3% | -1% | 0% | 2 | -6% | -1% | -12% | -2% | -9% | -2%
8 | O=C1C(=O)N(Cc2cccnc2)C(c2ccc(Br)cc2)/C1=C(\O)c1ccc2c(c1)OCCO2 (configuration not stated) | -10% | -3% | 0% | 5% | -5 | 4% | 0%[9.26 µM] | 0% | -10% | -4% | 2%
9 | CC(C)(C)OC(=O)N1CCOCCOCCN(C(=O)OC(C)(C)C)CCOCCOCC1 | u | u | 7% | -1% | 2 | -3% | 0% | -28% | -3% | -8% | x
10 | Oc1c(Cl)cc(Cl)cc1CNc1ccc(Br)cn1 | u | u | u | 1% | -2 | 4% | u | 63% | 0% | u | -13%
11 | CCn1c(SCc2cccnc2)nnc1-c1c[nH]c2ccccc12 | 40% | -21% | -1% | 4% | -1 | -11% | 2% | -4% | -2% | -6% | 3%
12 | COc1ccc(OCC(=O)Nc2cc(S(=O)(=O)N3CCCCC3)ccc2OC)cc1 | x | u | -18% | -3% | 11 | -4% | -6% | -24% | -3% | -11% | x
13 | COc1ccc(N2CCC(CNC(=O)Nc3ccccc3)C2)cc1 (configuration not stated) | 12% | u | -7% | -8% | u | -7% | -6% | -10% | 1% | -2% | -7%
14 | COc1ccccc1NC(=O)C(C)OC(=O)C(C)SCC(=O)Nc1ccc(C)cc1 (configuration not stated) | x | -5% | 2% | 0% | 6 | 2% | -3% | -1% | 1% | 2% | x
15 | COc1ccc(C(C(=O)NCC2CCCO2)N(C(=O)Cn2nnc3ccccc32)c2ccccc2C(C)=O)cc1OC (configuration not stated) | 1% | 8% | 0% | 2% | 2 | -1% | 9% | -10% | 1% | 3% | -9%
16 | CC(N=C1NS(=O)(=O)c2ccccc21)C(=O)OCC(=O)N(C)C1CCS(=O)(=O)C1 (configuration not stated) | x | 19% | -1% | -2% | 0 | -7% | -1% | -27% | -2% | 6% | x
17 | CCCc1cc(=O)oc2cc(OC(C)C(=O)NCc3ccccn3)c(Cl)cc12 (configuration not stated) | 18% | 3% | -1% | 2% | 11 | -2% | -1% | 20% | 0% | 17% | 3%
18 | COc1ccc(S(=O)(=O)Oc2ccccc2C(N)=O)cc1 | x | u | 2% | -6% | 0 | 0% | 0% | -10% | -1% | -5% | x
19 | O=C(Nc1nnc(-c2ccccn2)o1)c1ccc(Br)cc1 | 0.63µM* | 25% | -16% | -19% | -1 | 0% | 0% | 1% | -1% | 26% | 0.63µM*
20 | O=C(NC1CCCCCC1)c1cc(S(=O)(=O)N2CCC3(CC2)OCCO3)ccc1F | 27% | u | 2% | -3% | 28 | -8% | -4% | -38% | -1% | 2% | -4%
21 | COc1ccc(NC(=O)CSc2nc3sc(C)cc3c(=O)n2C)c(OC)c1 | u | u | 0% | -13% | 1 | -5% | -7% | -87% | 1% | -4% | u
22 | COc1ccc(C2=NS(=O)(=O)N(C)C(C(=O)N3CCc4ccccc4C3)=C2)cc1OC | u | 18µM* | -5% | -4% | 1 | -25% | -10% | -40% | -11% | 0% | u
23 | COc1ccc(N=C2S/C(=C\c3cc(C)n(C)c3C)C(=O)N2CC(C)C)cc1 | 43% | u | -4% | 0% | u | -2% | -5% | -43% | 0% | -8% | 0%
24 | COc1ccc(CNC(=O)C2CCC(CNc3c(N4CCCCC4)c(=O)c3=O)CC2)cc1 (configuration not stated) | -6% | 13% | -3% | 0% | 4 | -2% | 7% | -18% | -2% | -1% | 3%
25 | COc1cc(CC(=O)Nc2ccccc2N2CCOCC2)cc(OC)c1OC | -8% | u | 3% | 7% | 5 | 1% | -7% | 3% | -3% | -3% | -2%

Some of these compounds in order of number of heavy atoms, low to high:
# | Molecule | RORgamma inh | ELG1 DNA repair | FLuc counter | Tb PFK inh | TRPV1 ag | Rab9 promoter act | ELG1 genotoxic | BRCA1 expr act | NPC1 prom act | p53 reactivation | VP16 counter
3 | CC(C)(C)c1cnnn1-c1ccc([N+](=O)[O-])cc1 | 2% | 13% | 0% | -2% | 0 | 3% | 1% | -22% | -7% | 2% | 3%
5 | O=C(COC(=O)c1ccccn1)NC1CCCCC1 | -13% | 10% | -16% | 7% | 1 | -9% | -2% | 2% | 2% | 2% | -2%
15 | COc1ccc(C(C(=O)NCC2CCCO2)N(C(=O)Cn2nnc3ccccc32)c2ccccc2C(C)=O)cc1OC (configuration not stated) | 1% | 8% | 0% | 2% | 2 | -1% | 9% | -10% | 1% | 3% | -9%

The results go on.
# | Molecule | RORgamma inh | ELG1 DNA repair | FLuc counter | Tb PFK inh | TRPV1 ag | Rab9 promoter act | ELG1 genotoxic | BRCA1 expr act | NPC1 prom act | p53 reactivation | VP16 counter
26 | O=C(NCCN1CCOCC1)c1nn2c(c1Cl)NC(c1ccccc1)CC2C(F)(F)F (configuration not stated) | -14% | -6% | 2% | 2% | x | -2% | -5% | 10% | 6% | 1% | -4%
27 | Cc1ccc(C)c(N(CC(=O)N2CCCCCC2)S(C)(=O)=O)c1 | -24%[1.91 µM] | -14% | -1% | 3% | -6 | -4% | -2% | 1% | -6% | x | -1%
28 | O=C1Nc2ccccc2C1C(C[N+](=O)[O-])c1ccccn1 (configuration not stated) | 8% | -5% | -4% | -4% | 0 | 3% | -3% | -30% | -3% | 2% | -9%
29 | CCC(=O)Nc1ccc(-c2cc(-c3ccccc3)nc(-c3ccc(NC(=O)CC)cc3)n2)cc1 | 8.9µM* | -2% | 2% | -1% | -2 | 2% | -4% | -63% | -10% | -7% | 7.1µM*
30 | O=C(CN1CCOCC1)Nc1ccc2c(c1)OCO2 | 0% | 17% | -6% | 0% | -1 | -1% | 3% | 2% | -8% | 2% | -3%
31 | COc1cc2cc(CN(CCN3CCCC3)C(=O)Nc3ccc(F)cc3)c(=O)[nH]c2cc1OC | -4% | -3% | 2% | -4% | -2 | 5% | 2% | -17% | 0% | 3% | -8%
32 | Cc1cccc(CCNC(=O)CCS(=O)(=O)c2cc3c(cc2C)NC(=O)CO3)c1 | -9% | 2% | 1%&-1% | 0% | -3 | 5% | 3% | 9%&-3% | 2% | x | 9%
33 | O=C(N/C(=C/c1cccc(Br)c1)c1nc(=S)[nH][nH]1)c1ccccc1 | -33% | u | 6.7µM* | -4% | 3 | 7% | 12% | -27% | -1% | 6% | u
34 | COC(=O)[C@@H]1CC[C@H](C)[C@@H](c2ccc(C)cc2)N1C(=O)c1ccc(/C=N/OC[C@@H](O)COCc2ccco2)cc1 | u | u | 2% | 0% | 6 | -5% | -7% | x | 2% | 0% | -16%
35 | CSc1nnc(COc2ccc(C)cc2)n1N | 22% | -5% | -11% | -4% | -1 | 7% | 3% | 4% | 2% | 1% | -24%
36 | CCN(CC)CCCNC(=O)C1c2cc(OC)c(OC)cc2C(=O)N(C)C1c1cccs1 (configuration not stated) | 4% | -1% | 7% | 5% | -2 | -2% | -1% | 3% | -3% | 3% | 6%
37 | CCOC(=O)c1sc(NC(=O)CSc2nccc(C)n2)c(C#N)c1C | -21% | 6% | 2% | 2% | -2 | 0% | 13% | 3% | 3% | -3% | -4%
38 | CC(Cc1cccs1)NC(=O)c1cccc(Cl)c1 (configuration not stated) | u | u | u | 1% | u | u | 16% | u | u | u | -12%
39 | CCn1c(SCC(=O)Nc2ncc(C(F)(F)F)cc2Cl)nnc1-c1cccc(C)c1 | 10µM* | 0% | -2% | 0% | 0 | -3% | -1% | -8% | -4% | -3% | u
